# AMA1 RON2 block: inhibitors of Plasmodium falciparum AMA1-RON2 interaction; Potency, µM (top dose mostly 58.2 µM), without a hit: at the top dose activity change, negative = inhibition, most hits filed as inhibitors; 0.2% of 360,000 active; AlphaScreen AMA1-biotinylated RON2 peptide binding;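 also: potency is read from the fitted curve at half-maximal effect; 0% = vehicle wells and -100% = peptide control; nearly all actives have a fitted effect of over 45% in size; some results filed as inactive show a strong effect at the top dose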
#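 AMA1 (3D7) with his tag at 25 nM final met compounds first, then biotinylated RON2 peptide at 25 nM; detection used donor plus acceptor beads, 10 µg/mL apiece, read by AlphaScreen after 30 min at room temperature.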
# HCV inh: HCV inhibition; Huh7.5.1 HCVcc-Cre infection, luciferase reporter, 44 h; Potency, µM (top dose mostly 41.8 µM), for the others: at the highest dose activity change, negative = inhibition, actives largely listed as inhibitors; 3.4% of 340,000 active; also: potency is read from the fitted curve at half-maximal effect
#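 Seed cells (1,000/well) for 4 h; treat with compound and infect with HCVcc-Cre, moi about 0.5. Incubate 44 h, then detect luciferase activity.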
# LmPK inhibitor: inhibitors of Leishmania mexicana pyruvate kinase; Q27686; purified LmPK, Kinase-Glo ATP luminescence, 1 h; Potency, µM (titrated, usually from 57.5 µM), for the others: at the top dose activity change, negative = inhibition, usual class: inhibitors; 0.37% of 290,000 active; AID 1721; also: potency is read from the fitted curve at half-maximal effect
# Target sequence (Q27686 whole entry, looked up): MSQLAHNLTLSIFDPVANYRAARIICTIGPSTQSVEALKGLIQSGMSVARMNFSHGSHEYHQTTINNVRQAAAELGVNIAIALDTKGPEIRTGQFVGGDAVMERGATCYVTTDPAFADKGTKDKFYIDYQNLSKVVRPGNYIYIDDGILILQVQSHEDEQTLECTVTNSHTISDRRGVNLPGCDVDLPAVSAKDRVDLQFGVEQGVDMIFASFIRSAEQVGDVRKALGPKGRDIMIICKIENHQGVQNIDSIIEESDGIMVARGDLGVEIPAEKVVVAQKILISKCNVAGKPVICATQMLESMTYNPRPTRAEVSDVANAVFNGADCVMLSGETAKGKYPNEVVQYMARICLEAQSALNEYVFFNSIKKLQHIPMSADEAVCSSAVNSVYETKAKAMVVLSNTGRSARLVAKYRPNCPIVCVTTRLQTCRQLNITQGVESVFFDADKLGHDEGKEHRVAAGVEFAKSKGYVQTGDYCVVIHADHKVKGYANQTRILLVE
#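 Screened at intermediate enzyme activity to detect both inhibitors and activators: LmPK at 0.1 nM, with a 0.5 nM enzyme column as activation reference. PEP 0.5 mM, ADP 0.1 mM; ATP detected by luminescence after 1 h.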
# AmpC no deterg: AmpC beta-lactamase inhibition without detergent. 0.52% of 330,000 active. P00811. AID 485341. Potency, µM (top dose mostly 57.1 µM), without a hit: top-dose activity change, negative = inhibition, actives largely listed as inhibitors. AmpC nitrocefin hydrolysis, absorbance 480 nm, 0.0001% Triton;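 also: potency is read from the fitted curve at half-maximal effect; plate controls were no compound for no effect and no enzyme for full effect; nearly all actives have a fitted effect of over 20% in size; some results filed as inactive show a strong effect at the top dose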
# Target sequence (P00811 whole entry, looked up): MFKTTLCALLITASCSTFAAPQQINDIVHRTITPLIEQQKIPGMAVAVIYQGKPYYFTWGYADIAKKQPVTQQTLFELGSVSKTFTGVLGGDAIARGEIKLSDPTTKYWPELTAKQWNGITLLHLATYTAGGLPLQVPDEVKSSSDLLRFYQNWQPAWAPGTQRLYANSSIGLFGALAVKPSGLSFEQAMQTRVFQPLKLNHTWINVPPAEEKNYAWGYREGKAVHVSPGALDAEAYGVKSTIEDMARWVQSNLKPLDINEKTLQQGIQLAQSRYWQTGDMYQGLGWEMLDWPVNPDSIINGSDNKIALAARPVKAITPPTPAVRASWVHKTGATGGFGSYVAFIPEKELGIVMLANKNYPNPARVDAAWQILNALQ
#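 AmpC (5.3 nM in the dispensed reagent) in 20 mM phosphate pH 7.0 with 0.01% (detergent screen) or 0.0001% Triton X-100 was preincubated with compounds for 15 min at room temperature. Nitrocefin was then added from an 800 uM solution, and hydrolysis was followed at 480 nm.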
# HCMV inh: inhibitors of human cytomegalovirus. AID 1259415. activity change, negative = inhibition, % at 57.5 µM. HFF cells, HCMV-luciferase reporter, 72 h; stronger effect = lower value. 4.5% of 410,000 active; in the data active = activity change below about -60%; inconclusive = no clear call, values can overlap the other calls; inactive = above about -39%
#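 Two-dose cell screen: HFF monolayers treated with compounds and infected with luciferase-expressing HCMV at 1 PFU/cell, 72 h at 37C, then lysed for luciferase measurement.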
# TbPYK inhibitor: inhibitors of Trypanosoma brucei pyruvate kinase | Q57TT1 | TbPYK enzyme, Kinase-Glo Plus ATP luminescence, 45 min | Potency, µM (highest dose often 76.8 µM), without a hit: top-dose activity, negative = inhibition, hits mostly inhibitors | 0.12% of 410,000 active | AID 624173; also: potency is read from the fitted curve at half-maximal effect; nearly all actives have a fitted effect of over 50% in size
#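 Quantitative HTS: titrated library compounds versus trypanosomal pyruvate kinase in TEA buffer (pH 7.2) containing KCl, MgCl2, BSA and Tween-20. Reactions were initiated with ADP, 130 uM final. Kinase-Glo Plus luminescence was read after 45 min at RT.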
# AmpC inh detg: AmpC beta-lactamase inhibition with detergent present; P00811; AmpC hydrolysis of nitrocefin, absorbance 480 nm, 0.01% Triton; Potency, µM (titrated, usually from 114 µM), without a hit: at the highest dose activity change, negative = inhibition, hits mostly inhibitors; 0.041% of 370,000 active; AID 485294;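 also: potency is read from the fitted curve at half-maximal effect; 0% = no-compound wells and -100% = no-enzyme wells; nearly all actives have a fitted effect of over 25% in size; some results filed as inactive show a strong effect at the top dose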
#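 AmpC (5.3 nM in the dispensed reagent) in 20 mM phosphate pH 7.0 with 0.01% (detergent screen) or 0.0001% Triton X-100 was preincubated with compounds for 15 min at room temperature. Nitrocefin was then added from an 800 uM solution, and hydrolysis was followed at 480 nm.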
# The depositor's hits bear a star; ? = inconclusive; / = no result given; & = joins results of further samples; [ ] = another dose, or the depositor's remark. Unless noted, calls follow the shape of the dose curve; as a rule, active = well fitted curve in the direction sought with a large enough effect; inconclusive = small, poorly fitted or top-dose-only effect, or another doubt; inactive = no such curve, though single readings can be large; an effect the other way counts as inactive or inconclusive. Unless noted, % is scaled to controls: 0 for no effect and ±100 for the full control effect. Compounds were not picked by outcome; any-hit rate near 7.5%.
# Below each compound – AMA1 RON2 block	HCV inh	LmPK inhibitor	AmpC no deterg	HCMV inh	TbPYK inhibitor	AmpC inh detg
CCN(CC(=O)Nc1c(F)cccc1F)C(=O)c1cc(C)nc2ccccc12
    7%	-6%	/	-8%	-15	-5%	-19%
O=C1c2oc3ccc(F)cc3c(=O)c2C(c2ccc(F)cc2)N1CCCN1CCOCC1 (stereo not drawn)
    -1%	13%	/	/	35	-5%	/
CCOC(=O)c1cccc(C2=CC(=O)C[C@H](c3ccc(Cl)cc3)C2)c1
    -11%	?	/	-20%	-21	-2%	-4%
CCOc1cc(N2CCOCC2)c(OCC)cc1NC(=O)c1ccccc1C
    -19%	-5%	0%	-3%[2.29 µM]	11	2%	-5%
COc1ccc2cc3cc(C(=O)NCC4CCCO4)oc3nc2c1 (stereo not drawn)
    7%	-8%	-5%	-18%	-6	4%	?
Cc1nn(C)c(C)c1S(=O)(=O)NCc1cccs1
    0%	?	3%	-9%	8	11%	-7%
CCOC(=O)c1c(C)[nH]c(C(=O)COC(=O)CCC2CCCC2)c1C
    3%	8%	6%	-19%	23	-3%	-3%
COc1ccc(S(=O)(=O)N2CCN(Cc3cccc(Cl)c3)CC2)cc1
    -3%	-12%	2%	-13%	-28	7%	-12%
COc1ccc(CNC(=O)C(=O)NCC2CCCN2S(=O)(=O)c2cccs2)cc1 (stereo not drawn)
    0%	?	/	-13%	-19	1%	-16%
CC(NS(=O)(=O)c1cccc(Cl)c1)C(=O)N(C)C1CCN(C)CC1 (stereo not drawn)
    -3%	17%	0%	-13%	25	2%	1%
COc1ccc(-c2ccc(=O)n(CC(=O)Nc3ccc(Br)cc3F)n2)cc1
    /	/	/	/	-10	-5%	2%
COc1ccccc1N(CC(=O)NC(C)(C)C)C(=O)Cn1nnc(-c2ccc(C)o2)n1
    0%	7%	1%	51%	8	1%	-5%
CC/C(=N\Nc1ccnc2cc(Cl)ccc12)c1ccc(O)cc1
    -27%	?	2%	-44%	20	3%	?
CC1CN(c2ccc(S(=O)(=O)N3CCOCC3)cn2)CC(C)O1 (stereo not drawn)
    -6%	-2%	-1%	5%	-21	-13%	3%
NCCOc1cnn(-c2ccccc2Cl)c(=O)c1Cl
    3%	2%	-2%	-5%	27	-2%	1%
COc1ccccc1C1(CC(=O)N2CCOCC2)CCOC(C(C)C)C1 (stereo not drawn)
    0%	2%	2%	48%	-13	5%	-4%
Brc1cccc(Cn2c(-c3cncs3)nc3ccccc32)c1
    -11%	?	7%	-23%	16	4%	-7%
COc1ccc(C2CC(c3ccccc3O)=NN2c2ccccc2)cc1 (stereo not drawn)
    40%[activator]	-25%	/	/	17	-1%	/
CC(C)c1c(C(=O)N/N=C/c2ccco2)nnn1-c1nonc1N
    20%	8%	-5%	-18%	0	0%	-1%
O=C(CCCN=C1NS(=O)(=O)c2ccccc21)OCc1cc([N+](=O)[O-])cc2c1OCOC2
    -4%	-11%	6%	-44%	-19	1%	-9%
COc1c(N2CCN(C(=S)NCc3ccccc3)C(C)C2)c(F)cc2c(=O)c(C(=O)O)cn(C3CC3)c12 (stereo not drawn)
    -11%	10µM*	-1%	32%	-67*	-12%	1%
Cc1cccc2cc(CN(Cc3cccs3)Cc3nnnn3Cc3ccccc3)c(=O)[nH]c12
    -1%	10µM*	0%	-1%	?	0%	-15%
COc1ccc(S(=O)(=O)Nc2ccc3c(c2)CC(=O)N([C@H](C)CO)C[C@H](C)[C@H](CN(C)C(=O)Nc2ccc4c(c2)OCO4)O3)cc1
    -7%	9%	/	146%[activator]	-10	-11%	/
CSCC[C@H](NC(=O)C1CCC(CNC(=O)[C@@H]2CCCN2C(=O)OC(C)(C)C)CC1)C(=O)O (stereo partly drawn)
    12%	12%	1%	-20%	-16	1%	-2%
Cc1ccc(Cl)cc1N1CCN(C(=O)Cn2ccc3ccccc3c2=O)CC1
    ?	?	1%	-9%	-38	1%	1%
O=S(=O)(NC(=S)c1ccccc1)c1ccccc1
    -11%	?	/	/	-36	6%	/
O=S(=O)(NCC(c1cccnc1)N1CCOCC1)c1ccccc1 (stereo not drawn)
    -7%	11%	-5%	-2%	-4	2%	-4%
CC/C(=N\NC(=O)CSCc1ccc(Cl)cc1)c1ccc2c(c1)OCCO2
    7%	-39%	2%	15%	-17	0%	-11%
CCOc1cc(/C=N/NC(=O)c2ccc(N(C)S(=O)(=O)c3ccccc3)cc2)ccc1OC
    -27%	8.9µM*	0%	88%[activator]	34	-6%	-16%
NC(=O)CCC1NC(=S)N(Cc2ccccc2)C1=O (stereo not drawn)
    38%[activator]	2%	-2%	-13%	-67*	-6%	-10%
CCC(=O)N1CCc2cc(Br)cc(S(=O)(=O)N3CCC(C(=O)NC(C)(C)C)CC3)c21
    15%	-6%	-1%	-9%	4&-3	0%&-3%	-7%&18%
OC(C#CCCN1CCCCC1)(c1ccccc1)c1ccccc1
    -9%	-4%	3%	0%	-35	7%	2%
COc1ccc(CN(C)C(=O)c2cc(-c3ccc(C)cc3C)nc3ccccc23)c(OC)c1OC
    -4%	?	-1%	111%[activator]	36	-2%	-3%
COc1cc(C(=S)N2CCC(Cc3ccccc3)CC2)ccc1OCC(N)=O
    0%	13%	1%	139%[activator]	-20	-2%	6%
COC(=O)c1ccc(N2CCC(C)CC2)c(N)c1
    -11%	-16%	-2%	3%	-20	-28%	?
Cc1c2cn[nH]c(=O)c2c(C)n1-c1ccccc1
    -7%	2%	-2%	-14%	/	1%	-3%
c1ccc(-c2cc(-c3ccncc3)nc3ccc4ccccc4c23)cc1
    2%	10µM*	0%	-18%	-29	5%	-19%
Cc1cccc(NC(=O)CSc2nncn2C)c1
    /	/	/	/	6	2%	-2%
O=C(CN1C(=O)C2C3C=CC(C3)C2C1=O)Nc1ccc(S(=O)(=O)Nc2nccs2)cc1 (stereo not drawn)
    -1%	4%	1%	-29%	-17	-2%	4%
COc1cc(C(=O)OCC(=O)N2c3ccccc3NC(=O)C2(C)C)ccc1OCC(C)C
    -27%	6.3µM*	/	25%	-12	4%	-5%
Cc1ccc(NC(=O)CN(C)Cc2ccc(Cl)cc2)cc1
    -3%	-19%	1%	11%	-27	5%	-1%
CCOc1ncccc1C(=O)OCC(=O)Nc1cccc(S(N)(=O)=O)c1
    -7%	6%	11%	-17%	51	-6%	-5%
COc1ccccc1C(=O)N/C(=C\c1ccccc1)C(=O)NC(Cc1ccccc1)C(=O)O (stereo not drawn)
    -3%	-1%	11%	-7%	4	15%	0%
Cc1cccc(N2CCN(C(=O)C3CCN(S(=O)(=O)c4cn(C)cn4)CC3)CC2)c1C
    /	/	/	/	?	-6%	-1%
O=C(COC(=O)CSc1ccc2ccccc2c1Br)NC1CC1
    19%	21%	4%	94%[activator]	-21	3%	?
Cc1sc2ncnc(OCC(=O)c3ccc(S(=O)(=O)N4CCCC4)cc3)c2c1C
    -10%	-11%	-1%	28%	-36	1%	-13%
CC(=O)c1ccc(N2CCN(C(=O)c3ccc4c(Cl)c5c(nc4c3)CCCC5)CC2)cc1
    /	/	4%	-11%	/	/	-2%
CC(C)(C)c1cc(=O)n(-c2ccccc2)[nH]1
    -11%	1%	-1%	-20%	37	4%	-12%
COc1ccc(N(CC(=O)Nc2cccc3ccccc23)S(C)(=O)=O)cc1
    17%	8%	0%	116%[activator]	19	-4%	-15%
CN1C2CCC1/C(=C/c1cccn1C)C(=O)/C2=C\c1cccn1C
    ?	?	-7%	17%	?	-1%	8%
COc1cccc(C(=O)N(C)C(C)c2nc3ccccc3s2)c1 (stereo not drawn)
    5%	5%	-5%	40%	-28	-9%	-10%
O=C(NCc1ccco1)[C@@H]1CSC2c3ccccc3C(=O)N21 (stereo partly drawn)
    -6%	7%	13%	-17%	-18	-14%	1%
C=CCn1c(SCC(=O)O)nc2sc(CC)cc2c1=O
    -8%	7%	-2%	-13%	-10	4%	-8%
O=c1c2ccccc2oc2ccc(C#CC3(O)CCCCC3)cc12
    -3%	?	/	/	-35	-10%	/
COc1ccccc1-c1nn2c(=O)cc(CN3CCN(C(=O)COc4ccccc4Cl)CC3)nc2s1
    /	/	/	/	5	1%	-3%
O=C(c1cc(-c2ccccn2)nc2ccc(Cl)cc12)N1CCN(CCc2ccccc2)CC1
    -2%	-14%	1%	28%	20	-9%	-7%
Cc1noc(-c2ccc(-c3noc(-c4ccccc4)n3)cc2)n1
    /	/	/	/	50	2%	-6%
O=c1[nH]c2cccnc2n(CCNc2ncc(C(F)(F)F)cc2Cl)c1=O
    13%	-12%	-7%	-25%	7	0%	7%
CCOc1ccc(NC(=O)CSc2nnc(C)n2Cc2ccccc2)cc1
    0%	-24%	2%	62%[activator]	9	9%	3%
COc1cc(/C=C2\SC(=O)N(CCN)C2=O)ccc1OS(=O)(=O)c1cc(C)ccc1C
    5%	13µM*	-7%	75%[activator]	?	-3%	11%

# Remaining list, next part
# Below each compound – AMA1 RON2 block	HCV inh	LmPK inhibitor	AmpC no deterg	HCMV inh	TbPYK inhibitor	AmpC inh detg
CSc1nc(N2CCN(C)CC2)c2c(c1C#N)CC(C)(C)OC2
    -13%	-28%	-3%	14%	41	-2%	2%
CC(C)C(=O)Nc1cccc(C(=O)Nc2ccc3c(c2)OCO3)c1
    9%	-22%	-14%	-26%	123	-10%	-3%
C=CCNC(=O)/C(C#N)=C/c1ccccc1OCc1ccc(C(=O)OC)cc1
    -5%	-1%	1%	-3%	81	2%	-4%
COc1ccc(NS(=O)(=O)c2cccc(C(=O)N(C)CC(=O)Nc3ccc(C)cc3)c2)cc1
    20%	?	/	-18%	?	3%	0%

# One compound at a time (already shown). Order of values: AMA1 RON2 block, HCV inh, LmPK inhibitor, AmpC no deterg, HCMV inh, TbPYK inhibitor, AmpC inh detg
# CSc1nc(N2CCN(C)CC2)c2c(c1C#N)CC(C)(C)OC2 across the screens: -13%, -28%, -3%, 14%, 41, -2%, 2%
# CC(C)C(=O)Nc1cccc(C(=O)Nc2ccc3c(c2)OCO3)c1 across the screens: 9%, -22%, -14%, -26%, 123, -10%, -3%

# Copied from the list.
# `C=CCNC(=O)/C(C#N)=C/c1ccccc1OCc1ccc(C(=O)OC)cc1` – HCMV inh: 81
# `CC(C)C(=O)Nc1cccc(C(=O)Nc2ccc3c(c2)OCO3)c1` – LmPK inhibitor: -14%
# `CSc1nc(N2CCN(C)CC2)c2c(c1C#N)CC(C)(C)OC2` – AmpC no deterg: 14%
# `COc1ccc(NS(=O)(=O)c2cccc(C(=O)N(C)CC(=O)Nc3ccc(C)cc3)c2)cc1` – TbPYK inhibitor: 3%

# Source: PubChem
